# M17LAP inhibition = P. falciparum M17LAP inhibitors, primary screen, biochemical, fluorogenic H-Leu-NHMec substrate, 1536-well (AID 1619). Leucine aminopeptidase (Plasmodium falciparum (isolate 3D7)). 0.38% of 220,000 active. recombinant M17LAP, H-Leu-NHMec fluorogenic kinetic assay; higher % means a stronger effect. inhibition, % at 30 µM; hits with a dose series show IC50 in µM;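 active = compound inhibiting the enzyme by more than half at any dose during confirmatory dose-response retesting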;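 note: plate controls were full reaction with DMSO carrier for no effect and no enzyme background for full effect; strong numbers were not always called active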
# Hep lipid drop = inhibitors of hepatocyte lipid droplet formation, primary screen, imaging, high-throughput imaging, BODIPY stain; AML12 mouse hepatocytes, oleate lipid droplets; AID 1656, 2009; inhibition, % at 6.5 µM; 0.4% of 240,000 active;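 active = lipid droplet intensity inhibited by at least 50%, with more than 500 cells counted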
#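 Assay system: AML12 hepatocytes (mouse) / Also added: 100 µM oleic acid challenge / Times: overnight treatment with compound plus oleate / Detection: high-content imaging of BODIPY-stained droplets and DAPI nuclei / Evaluation: % inhibition of lipid droplet signal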
# MT stabilize HCS = microtubule stabilizers in HeLa cells, primary screen, imaging, high-content imaging | HeLa tubulin immunostaining HCS, 24 h; share of cells brighter than vehicle mean+2SD | % tubulin-high responders, % at 10 µM | 0.83% of 200,000 active | AID 2205, 2009;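 active = plate Z-score above 3 for both tubulin-high and condensed-nucleus cell shares, with cell loss under 80%, at 10 µM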;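 note: anti alpha tubulin signal scored within the nucleus-defined area of each cell; some results filed as inactive read as strong as hits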
# CSM14.1 death rescue = rescue of cells from ER stress-induced death, primary screen, 384-well, CSM14.1, thapsigargin, ATP luminescence (AID 1222); CSM14.1 thapsigargin-induced death rescue, ATP luminescence; higher % means a stronger effect; one-dose cellular ATP content (survival), % at 20 µM; EC50 in µM for titrated hits; 190,000 tested, under 10 active;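 active = EC50 below 50 µM in the dose-response confirmation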;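 note: death triggered by thapsigargin at about 15 µM added after 2 h compound pretreatment; cell ATP read after overnight thapsigargin exposure of roughly 18 to 22 hours; normalized against plate controls of thapsigargin alone and 5% DMSO vehicle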
# Dynein cargo inh = inhibitors of GR-EGFP nuclear translocation, primary screen, dynein cargo transport inhibitor project, imaging, high-content, 3617.4 mouse cells | z-score, hits read low | test concentration mostly 20 µM; stimulated with dexamethasone, 1 µM; active compounds read low | 0.47% of 220,000 active;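 active = plate z-score of nuclear minus cytoplasmic receptor signal below a set negative limit, without overly bright fluorescence or cell loss, cut at about -3.5 in these data, passing the limit was not always enough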;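 note: z-score of nuclear minus cytoplasmic ring GR-EGFP intensity difference per well; some compounds called inactive have numbers as strong as hits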
#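 Buffer or medium: tet-free medium with charcoal-stripped serum / Also added: dexamethasone agonist, 1.0 µM final, for 30 min / Timing: induction 48 h, compound 1 h, agonist 30 min / Measured by: high-content fluorescence imaging after fixation / Read-out: nuclear-to-cytoplasmic GR-EGFP distribution per well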
# Ins promoter up = insulin promoter activators in MIN6 cells, imaging, high-content screening, mouse beta cells; MIN6 insulin promoter-GFP reporter; active compounds read high; z-score at 5 µM; 0.3% of 190,000 active; AID 1625, 2009;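 active = z-score above 3 at 5 µM with at least 500 cells counted in the well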
# Yfh1-depleted yeast = enhancers of respiration in Yfh1-depleted yeast, dose response, Friedreich's ataxia, plus single-dose screen (AID 1465); 0.074% of 220,000 active; S. cerevisiae Yfh1-off respiration, WST-1 reduction, 72 h; higher fold induction means a stronger effect; one-dose fold induction at 50 µM; EC50 in µM for titrated hits;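 active = fold induction of absorbance versus untreated yeast above a set limit, then at least 30% activation at any dose in follow-up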;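 note: activators that raise dye reduction in frataxin-depleted yeast; strong numbers were not always called active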
# M1AAP inhibition = P. falciparum M1AAP inhibitors, biochemical, fluorogenic H-Leu-NHMec substrate, 1536-well (AID 1445) | one-dose inhibition, % at 30 µM; IC50 in µM for titrated hits | recombinant M1AAP, H-Leu-NHMec fluorogenic kinetic assay; higher % means a stronger effect | Aminopeptidase N (Plasmodium falciparum (isolate 3D7)) | 0.42% of 220,000 active;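 active = primary inhibition above the hit cutoff, then over 50% inhibition at one or more dose response concentrations, cut at about 23% in these data, passing the limit was not always enough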;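 note: plate controls were DMSO full reaction for no effect and no enzyme background for full effect; strong numbers were not always called active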
# Autophagy mod = autophagy modulators in MEF cells, primary screen, imaging, high-content, MEF GFP-LC3; MEF GFP-LC3 puncta imaging; test concentration mostly 10 µM; calls only at 10 µM (by protocol); 0.98% of 190,000 active; AID 463193, 2010;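 active = percentage of spot-positive cells more than 3 SD above its plate mean, without a fluorescence outlier flag or 80% toxicity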;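 note: spot-positive cell cutoff set from DMSO-treated cells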
# Dynein cargo inh cytoplasmic EGFP = recorded beside Dynein cargo inh, whose call it bears; z-score; measured here: cytoplasmic GR-EGFP intensity; active compounds read high
# Dynein cargo inh nuclear GR-EGFP = recorded beside Dynein cargo inh, whose call it bears; z-score; measured here: nuclear GR-EGFP intensity;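 lower value marks the stronger effect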
# Dynein cargo inh cell count = recorded beside Dynein cargo inh, whose call it bears; z-score; measured here: cell count per field
# Ins promoter up cell count = further read-out of Ins promoter up, marked with its call; cell count; measured here: cytotoxicity, nuclei count;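 total cells summed across four imaged fields per well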
# Hep lipid drop cells 6.5 µM = further read-out of Hep lipid drop, marked with its call; cell count; measured here: cell count, cytotoxicity flag;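 cells counted across two imaged fields per well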
# MT stabilize HCS Hoechst-high % = recorded beside MT stabilize HCS, whose call it bears; % Hoechst-high responders; measured here: nuclear condensation Hoechst responders;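 share of cells brighter than vehicle mean plus two SD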
# MT stabilize HCS cytotoxicity % = recorded beside MT stabilize HCS, whose call it bears; toxicity, %; measured here: cytotoxicity by cell density;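 0% = mean cell density of plate MIN control wells and 100% = no cells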
# Autophagy mod cell loss 18 h = recorded beside Autophagy mod, whose call it bears; toxicity, %; measured here: cell loss, nuclei count;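 cell loss after 18 h compound exposure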
# Active calls of the source: *; i = inactive; . = not tested or not shown. Hits appear at their usual frequency; any-hit rate near 3.5%.
SMILES	M17LAP inhibition	Hep lipid drop	Hep lipid drop cells 6.5 µM	MT stabilize HCS	MT stabilize HCS Hoechst-high %	MT stabilize HCS cytotoxicity %	CSM14.1 death rescue	Dynein cargo inh	Dynein cargo inh cytoplasmic EGFP	Dynein cargo inh nuclear GR-EGFP	Dynein cargo inh cell count	Ins promoter up	Ins promoter up cell count	Yfh1-depleted yeast	M1AAP inhibition	Autophagy mod	Autophagy mod cell loss 18 h
Cn1cc([N+](=O)[O-])c(C(=O)N/N=C/c2ccc([N+](=O)[O-])cc2)n1	8%	0	670	4.5	2.3	4.2	3.3%	0.14	-0.26	0.53	-0.38	0.39	1510	i	4%	i	41
CC(=O)c1cccc(NC(=O)N[C@@H](CC(C)C)C(=O)O)c1	27%	.	.	4.1	2.8	7.7	-0.9%	-0.72	-0.19	-0.1	0.025	-0.53	1058	i	3%	i	-2
CCc1nnc(NC(=O)CSc2nnc(-c3ccoc3C)n2-c2ccccc2)s1	16%	.	.	2.9	1.6	6.6	-1.0%	-0.12	-0.22	0.3	0.91	.	.	i	-1%	i	-9
CC(=O)N/N=C/c1ccc(OCCOc2ccc(Br)cc2)cc1	3%	16	632	4.8	1.2	3.0	-6.5%	0.29	0.088	0.32	0.54	0.53	1189	i	-3%	i	-4
COc1ccc(-c2noc(CN(C)Cc3ccc(C)o3)n2)cc1	1%	-18	679	2.3	1.4	3.1	-0.5%	-0.19	-0.25	-0.044	0.36	-1.6	1526	i	-1%	i	10
Cn1c(SCC#N)nnc1-c1ccc2c(c1)OCO2	-17%	-6	714	3.7	1.9	4.9	-2.0%	-0.19	-0.025	0.28	0.59	.	.	i	-1%	i	-2
Nc1nc(NCc2ccco2)nc(N2CCCCC2)c1[N+](=O)[O-]	9%	-3	669	1.6	2.9	10	3.5%	-0.012	-0.2	0.16	0.31	-0.14	1454	i	15%	i	-3
C[C@@H]1CN(Cc2nc(-c3ccc(Cl)cc3)no2)C[C@H](C)O1	-3%	3	760	2.0	1.4	3.9	-0.2%	1.9	-0.28	1.3	-0.73	0.17	1453	i	3%	i	-13
c1ccc(-c2nc3ccccn3c2NC2CCCC2)nc1	13%	-8	603	1.6	1.7	1.8	-0.7%	-0.36	-0.24	-0.3	0.31	.	.	i	7%	i	-7
COC(=O)c1sccc1NC(=O)COc1cccc(C)c1	12%	-16	704	.	.	.	.	-0.67	-0.8	-0.67	0.35	-0.55	1028	i	3%	.	.
O=c1c2ccccc2n(Cc2ccc(F)cc2)c(=O)n1C1CCCC1	3%	6	711	1.6	1.2	7.1	.	-0.55	-0.21	-0.076	0.52	-0.31	1283	i	6%	i	0
Cc1ccc(-c2csc(NC(=O)Cc3cccs3)n2)cc1C	17%	12	732	1.3	1.7	7.4	-0.6%	-0.064	0.092	0.22	-0.43	-0.46	898	i	-4%	i	-11
N/C(=N\OC(=O)c1ccc(Cl)c(Cl)c1)c1cccc(CSc2ccccn2)c1	-2%	0	723	.	.	.	.	1.1	-0.17	0.36	-0.33	-0.15	1360	i	-1%	.	.
O=C(NCc1ccco1)c1ccc(CNc2c(N3CCCCC3)c(=O)c2=O)cc1	22%	20	720	2.8	2.3	8.5	-2.4%	0.48	-0.082	1.3	-1.5	1.1	1296	.	5%	i	24
CCCCC(=O)NC(=S)NNC(=O)c1ccc(OC)cc1	0%	.	.	4.8	1.0	6.5	34%	0.82	-0.2	0.73	-1.1	-0.61	1436	i	-17%	i	25
Cc1ccc(S(=O)(=O)NCCSc2ccccc2)cc1[N+](=O)[O-]	-7%	16	544	3.9	3.9	7.7	-2.3%	-0.81	-0.23	-0.68	0.98	-0.23	1286	i	3%	i	-1
COc1cc(Cl)c(C)cc1NC(=O)CSCC#N	-2%	0	696	2.4	1.1	9.0	-1.4%	-0.32	-0.23	-0.17	0.8	.	.	i	0%	i	-5
CC(=O)Nc1ccc(NC(=O)C2CCCN2S(=O)(=O)c2cccc3nsnc23)cc1 (centres undefined)	5%	16	725	2.9	2.8	4.8	0.8%	-0.5	-0.31	-0.22	0.43	0.04	1288	i	10%	i	20
Cc1cc(/C=N/NC(=O)c2cccc(F)c2)c(C)n1-c1ccccc1	15%	11	702	16*	19*	25*	-2.4%	-1.2	-0.17	-0.64	-0.001	-0.35	1127	i	9%	i	14
CC(C)N(Cc1nc(-c2ccc(Cl)cc2)no1)C(=O)/C=C/c1ccccc1	-5%	36	598	8.6	1.6	9.9	-1.1%	-0.51	-0.29	-0.62	0.64	.	.	i	4%	i	-3
COc1ccc(Cl)cc1N1C(=O)[C@@H]2C(c3cccc(OC)c3OC)=NO[C@@H]2C1=O	19%	.	.	3.7	1.8	5.1	-1.2%	0.078	-0.2	0.24	-0.12	0.91	1291	i	-4%	i	3
O=C(O)c1ccc(-n2cccn2)c([N+](=O)[O-])c1	4%	1	734	1.5	0.7	6.5	-1.2%	-0.78	-0.27	-0.29	0.24	-0.33	1477	i	2%	i	17
CN(C)Cc1cc(C(C)(C)C)cc(C(C)(C)C)c1O	13%	32	724	.	.	.	.	-1	-0.27	-0.46	0.52	0.04	1025	i	2%	.	.
COc1ccc2[nH]c(=O)c(C(c3nnnn3C(C)(C)C)N(Cc3ccco3)CC3CCCO3)cc2c1 (centres undefined)	-10%	.	.	4.0	1.8	11	0.1%	-0.25	-0.42	0.11	0.61	.	.	i	21%	i	-7
Cc1ccc(C2CC(c3cccc(Cl)c3)n3nc(N)nc3N2)cc1 (centres undefined)	1%	6	527	1.9	1.2	6.2	-1.7%	-0.033	-0.2	0.091	-0.013	-1	2067	i	-3%	i	5
COc1ccc(-c2cc(C(F)F)n3ncc(C(=O)Nc4c(C)n(C)n(-c5ccccc5)c4=O)c3n2)cc1	4%	-18	687	2.7	1.8	5.5	-0.4%	-0.71	-0.22	-0.15	0.5	.	.	i	0%	i	-13
CC(O)C1CCC2C3CC[C@H]4CC(O)CCC4(C)C3CC3(OCCO3)C12C (some centres undefined)	8%	5	766	2.6	2.3	7.8	2.2%	-0.77	-0.23	-0.24	0.41	0.9	1142	i	-3%	i	-1
O=C(c1ccc(-n2c(SCc3cc(F)ccc3F)nc3ccccc3c2=O)cc1)N1CCOCC1	4%	-14	617	2.1	4.7	3.8	-3.6%	-0.14	-0.26	-0.26	0.31	-0.13	1262	i	1%	i	-2
O=C(O)CC1(CC(=O)NCc2csc(-c3cccs3)n2)CCCCC1	-2%	-2	759	.	.	.	.	0.78	-0.26	0.3	0.048	0.22	1450	i	2%	.	.
Cc1ccc(C(=O)N/N=C/c2sc(=O)n(Cc3cccc(C(=O)O)c3)c2Cl)cc1	18µM*	.	.	2.7	1.0	5.6	0.8%	-0.76	-0.1	-0.61	-0.31	0.23	1565	i	15%	i	1
CCCC(=O)c1cc(-c2nc3ccccc3n2C)n(C)c1	-5%	6	705	2.4	2.4	1.9	-0.9%	0.12	-0.089	0.083	-0.48	-0.18	1825	i	-2%	i	-7
O=C(c1ccoc1)N1CCC(CO)(CCc2ccccc2)CC1	0%	10	701	3.3	3.0	5.4	-1.2%	1.2	-0.26	0.55	-0.54	-0.63	1380	i	2%	i	7
c1ccc2c(c1)nc(CN1CCOCC1)n1c3ccccc3nc21	-2%	31	798	4.9	2.1	7.4	-0.6%	-0.7	-0.24	-0.068	-0.67	-2.3	1327	i	-4%	i	5
O=C(Cn1nc(C(F)(F)F)c2c1CCCC2)NC1CCCC1	4%	.	.	1.6	1.1	5.9	-2.8%	-0.28	-0.14	0.049	-0.12	.	.	i	5%	i	5
CCOc1cc(/C=C/C(=O)c2ccc(O)cc2)ccc1OCC(=O)N(C)C	23%	-26	492	7.5	7.5	8.7	-0.1%	-1.2	-0.041	-0.81	-0.37	0.85	1447	i	6%	i	21
CC1=C(C)CS(=O)N(S(=O)(=O)c2ccccc2)C1 (centres undefined)	1%	-8	753	1.2	0.9	9.8	-2.7%	-0.49	-0.39	-0.24	-0.44	-0.85	918	i	3%	i	-1
CCC(C)NCC(=O)Nc1ccc([N+](=O)[O-])cc1C(=O)Nc1ccccc1F (centres undefined)	0%	3	682	5.8	1.8	25	-0.7%	0.33	-0.35	0.37	-0.11	-0.21	1227	i	0%	i	4
Cc1ccc(-c2cc(C(=O)Nc3c(C#N)cnn3C)no2)cc1	-7%	1	743	2.6	0.4	25	-3.0%	-0.38	-0.25	-0.28	1.4	.	.	i	-2%	i	5

# Assay outcomes (PubChem)
